Assay outcomes from PubChem BioAssay.
TexasRed fluor – alters Texas Red total fluorescence, flagging assay interference. Potency, µM (doses to about 106 µM), without a hit: at the highest dose fluorescence change, negative = quenching. 0.29% of 280,000 active. TRb/SRC2 Texas Red total fluorescence interference; active means well fitted curve in either direction with a large enough effect; inconclusive means small, poorly fitted or top-dose-only effect
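Flags fluorescent or light-absorbing compounds by total fluorescence, S + 2P, at 555 nm excitation and 632 nm emission. Mixture: 20 nM Texas Red SRC2 peptide, 0.6 uM human TRb LBD, 1 uM T3, 5% DMSO; compound exposure 5 h at ambient temperature.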
TRb SRC2 PPI – TRbeta-SRC2 interaction inhibition. P10828. TRbeta-SRC2 peptide binding, fluorescence polarization; receptor liganded with 1 µM T3. Potency, µM (highest dose often 106 µM), for the others: at the top dose activity change, negative = inhibition, actives largely listed as inhibitors. 0.065% of 280,000 active; active means well fitted inhibition curve with a large enough effect; inconclusive means small, poorly fitted or top-dose-only effect, or effect the other way;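 further: plate controls were bound peptide for no effect and peptide without receptor for full effect; nearly all actives have a fitted effect of over 50% in size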
Target sequence (P10828 whole entry, looked up): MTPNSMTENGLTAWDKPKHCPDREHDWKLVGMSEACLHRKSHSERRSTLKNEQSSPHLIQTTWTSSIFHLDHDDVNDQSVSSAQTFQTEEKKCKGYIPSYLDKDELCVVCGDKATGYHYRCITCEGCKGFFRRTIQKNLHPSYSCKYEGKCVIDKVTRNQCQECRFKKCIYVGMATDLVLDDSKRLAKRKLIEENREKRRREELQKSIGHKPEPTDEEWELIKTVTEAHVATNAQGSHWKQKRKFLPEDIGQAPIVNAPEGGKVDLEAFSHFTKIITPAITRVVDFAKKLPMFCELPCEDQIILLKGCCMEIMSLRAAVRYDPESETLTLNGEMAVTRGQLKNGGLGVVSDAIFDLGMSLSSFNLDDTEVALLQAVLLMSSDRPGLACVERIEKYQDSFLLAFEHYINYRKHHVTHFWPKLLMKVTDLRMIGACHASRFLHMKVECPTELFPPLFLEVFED
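Quantitative HTS by FP: 0.6 uM TRb LBD, 20 nM labeled SRC2 20-mer, 1 uM T3, 5% DMSO; 5 hr ambient incubation; % activity per concentration and potencies from concentration series.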
The depositor's hits bear a star; ? = inconclusive; [ ] = remark or other dose. Unless noted, on the % scale 0 is the no-effect control and ±100 the full control effect; potency means the concentration at half of the fitted maximal effect. A portion of the library, so the mix of outcomes need not match the whole.

Results follow in this order: TexasRed fluor	TRb SRC2 PPI
CCCCNC(=O)c1cccc(NC(=O)c2nsc3ccccc23)c1
  0.0%	-12.0%
Cc1ccc(Cl)cc1N1CCN(S(=O)(=O)c2ccc3c(c2)C(C(C)C)C(=O)N3)CC1 (centres undefined)
  -3.8%	5.5%
O=c1cc(CN2CCN(S(=O)(=O)c3ccccc3)CC2)nc2sc(-c3ccccc3Cl)nn12
  -0.9%	0.9%
Cc1ccc2c(c1)c1c(c(=O)n(-c3ccccc3C)c(=O)n1CC(=O)NCCC1=CCCCC1)n2C
  -1.6%	-3.6%
Cc1cccc(NC(=O)CSc2nc3ccccc3c3nc(CCn4cncc4C)nn23)c1
  1.2%	1.1%
Cc1ccc(Cn2c(CO)cnc2SCc2cccc(F)c2)cc1
  -5.1%	-0.1%
O=C(CN1C(=O)CCSc2ccc(S(=O)(=O)N3CCCC3)cc21)Nc1cccc(F)c1
  -4.2%	-3.1%
COc1ccc(CC(=O)Nc2ccc(-c3nc4ccccc4s3)cc2Cl)cc1OC
  -4.7%	1.0%
COc1ccc(CCNc2nc(SCc3ccccc3F)nc3ccccc23)cc1OC
  0.7%	6.9%
COc1cccc(-c2nn3c(=O)cc(CN4CCN(C(=O)/C=C/c5ccccc5)CC4)nc3s2)c1
  -0.5%	-0.9%
COc1ccc2c(c1)c1c(c(=O)n(-c3ccc(OC)c(OC)c3)c(=O)n1CC(=O)N1CCCC1)n2C
  -4.9%	1.3%
O=C(NCCc1ccccc1)c1cc(Sc2cccc(Cl)c2)nc2ccccc12
  0.4%	-0.7%
O=C(NCc1ccccc1Cl)C1CCCN(c2ncnc3onc(-c4ccc(F)cc4)c23)C1 (centres undefined)
  -6.4%	-0.2%
COc1ccccc1NC(=O)c1ccc(CN2C(=O)C(C)=C(c3ccc(C)c(C)c3)S2(=O)=O)cc1
  1.5%	1.5%
Cc1cccc(C)c1NC(=O)CN1CCCC1
  -0.1%	-0.7%
O=C(CSc1nc2c([nH]c3ccccc32)c(=O)n1-c1ccc(Cl)cc1)NCc1ccccc1
  5.0%	10.5%
COC(=O)c1ccc2c(c1)N(CC(=O)Nc1ccc(OC)c(Cl)c1)C(=O)c1ccccc1S2
  -31.7%	6.6%
CC1CCCCN1CCCNC(=O)c1cc(Sc2ccc(Cl)cc2)nc2ccccc12 (centres undefined)
  -0.4%	-2.9%
Cc1ccccc1CNC(=O)Cn1nc(C)c2nn(-c3ccc(Cl)cc3)c(C)c2c1=O
  -1.3%	6.3%
Cc1cccc(-c2nc(SCC(=O)N3CCc4ccccc43)c3c(=O)n(C)c(=O)n(C)c3n2)c1
  -2.0%	5.7%

The final two compounds of the section above open the next one.
Results follow in this order: TexasRed fluor	TRb SRC2 PPI
Cc1ccccc1CNC(=O)Cn1nc(C)c2nn(-c3ccc(Cl)cc3)c(C)c2c1=O
  -1.3%	6.3%
Cc1cccc(-c2nc(SCC(=O)N3CCc4ccccc43)c3c(=O)n(C)c(=O)n(C)c3n2)c1
  -2.0%	5.7%
CCc1ccc(NCc2cc3cc(OC)c(OC)cc3n(CC(=O)Nc3ccc(F)cc3)c2=O)cc1
  -1.2%	0.2%
Cc1cccc(CNC(=O)CN2CC(C)Sc3ccccc32)c1 (centres undefined)
  -4.2%	-3.0%
COc1cccc(CNC(=O)Cn2c(=O)n3nc(-c4cccc(C)c4)nc3c3ccccc32)c1
  0.5%	-1.1%
Cc1ccc(C(=O)N2CCC(C(N)=O)CC2)cc1NC(=O)c1nsc2ccccc12
  -1.8%	-8.9%
Cc1ccc(-n2ncc(C(=O)NCc3ccco3)c2C2CCN(C(=O)OC(C)(C)C)CC2)cc1
  -3.6%	-0.1%
COc1ccc(S(=O)(=O)c2c(Nc3ccccc3F)sc(C(=O)c3cccc(OC)c3)c2N)cc1
  -1.7%	1.7%
O=C(CN1C(=O)COc2ccc(S(=O)(=O)Nc3ccccc3)cc21)Nc1cccc(Cl)c1
  -1.5%	4.6%
CCN(Cc1ccccc1)S(=O)(=O)c1cc(C(=O)Nc2cc(Cl)cc(Cl)c2)ccc1F
  -3.0%	8.1%
CN(C)c1ccc(CNC(=O)c2ccc3c(c2)N(C)C(=O)C2CCCCN32)cc1 (centres undefined)
  0.1%	-10.7%
COc1ccccc1NC(=O)C1CCN(S(=O)(=O)c2ccc3[nH]c4c(c3c2)CCCCC4)CC1
  -3.2%	4.7%
COc1cccc(CNC(=O)c2cc3ccc4cccnc4c3[nH]2)c1
  ?	-2.8%
COc1ccc(Nc2cc(C(=O)NCCCN(C)Cc3ccccc3)c3ccccc3n2)cc1
  -30.8%	2.9%
CCOc1ccccc1CNC(=O)C(CC)n1nc(C)c2c(C)n(-c3ccccc3)nc2c1=O (centres undefined)
  -0.2%	-7.4%
Cc1cccc(Cn2cc3c(=O)n(CC(=O)Nc4cccc(C)c4C)nc-3c3cc(F)ccc32)c1
  -2.4%	3.6%
CC(=O)c1ccc(S(=O)(=O)Nc2cccc(-c3ccc(N4CCCCC4)nn3)c2)cc1
  -16.8%	3.3%
COc1ccccc1NC(=O)CN1CCN(CC(=O)Nc2ccc(F)c(F)c2)CC1
  3.5%	2.9%
Cc1nc2ccc(S(=O)(=O)N(CC(=O)Nc3ccc(F)cc3)Cc3ccccc3)cc2s1
  0.7%	-1.5%
Cc1cc(S(=O)(=O)Nc2ccc(-c3ccc(N4CCCCC4)nn3)cc2)c(C)cc1Cl
  ?	-19.9%
Cc1ccc(-n2c(=O)c3c(c4cc(C)ccc4n3C)n(CC(=O)Nc3ccc(F)cc3)c2=O)cc1
  -0.3%	-0.1%
COc1cc(NC(=O)CSc2nc3nc(C)c(Cc4ccc(C)cc4)c(C)n3n2)cc(OC)c1OC
  -2.0%	-5.3%

The list goes on:
Results follow in this order: TexasRed fluor	TRb SRC2 PPI
CCc1ccc(S(=O)(=O)Nc2cccc(-c3ccc(N4CCC(C)CC4)nn3)c2)s1
  -3.3%	6.0%
CCOc1ccc(-c2nc(CNC(=O)NC3CCCCC3)c(C)o2)cc1
  -0.4%	-3.8%
N#Cc1ccc(C(=O)NCc2ccc3c(c2)CCN3C(=O)c2ccc(F)cc2)cc1
  -0.6%	4.3%
Cc1ccc(NC(=O)C(=O)NCCc2csc3nc(-c4ccccc4C)nn23)cc1Cl
  -16.5%	-0.1%
CCOC(=O)c1cccc(NC(=O)NC2COc3ccccc3C2)c1 (centres undefined)
  -2.4%	0.9%
O=C(Nc1cccc(C(=O)OCc2cc(=O)n3c4c(sc3n2)CCCC4)c1)c1cccc(Cl)c1
  -0.5%	7.1%
COc1ccc(-c2nc3sc(CCNS(=O)(=O)c4ccccc4)c(C)n3n2)cc1
  -0.2%	-7.5%
CCOC(=O)C1CCCN(C(=O)c2cccc(NC(=O)c3nsc4ccccc34)c2)C1 (centres undefined)
  -0.4%	-6.1%
COc1ccc(N2C(=O)CS(=O)(=O)C23C(=O)N(Cc2c(F)cccc2Cl)c2ccccc23)cc1 (centres undefined)
  -0.4%	5.4%
CCc1nc2ccc(C(=O)NCc3cc(OC)ccc3OC)cc2nc1CC
  0.7%	-5.0%
CCCCOc1ccc(C(=O)NCCc2csc(-c3cccc(F)c3)n2)cc1
  -2.9%	6.7%
O=C(Cn1c(=O)c(C(F)(F)F)nc2ccccc21)Nc1cccc(Br)c1
  0.0%	5.8%
Cc1nn2c(=O)cc(CN(C)c3ccccc3)nc2s1
  -1.7%	0.1%
Cc1cccc(-c2nc(SCc3ccc(Br)cc3)n3[nH]c(=O)cc3n2)c1
  0.5%	0.4%
Cc1ccc(N2CC(NC(=O)c3ccc(S(=O)(=O)N4CCOCC4)cc3)CC2=O)cc1C (centres undefined)
  0.9%	-2.9%
Cc1ccc(C)c(NC(=O)C(=O)NCCc2csc(-c3ccc(C(F)(F)F)cc3)n2)c1
  -1.2%	7.1%
Cc1ccn2c(=O)cc(COc3ccc(NC(=O)c4ccccc4F)cc3)nc2c1
  -1.2%	3.4%
CCOC(=O)c1c(C)oc2nc(C)nc(N3CCN(c4ccc(C(C)=O)cc4)CC3)c12
  -2.1%	-2.5%
COc1ccc(-c2nc3c4ccccc4n(CC(=O)N4CCN(c5ccccc5F)CC4)c(=O)n3n2)cc1
  -1.4%	2.3%
COc1cccc(CNc2nccn(-c3cc(C)cc(C)c3)c2=O)c1
  -2.1%	5.8%

Continuation.
Results follow in this order: TexasRed fluor	TRb SRC2 PPI
Cc1cn2c(=O)cc(COC(=O)c3ccc(NC(=O)c4ccc(C(C)(C)C)cc4)cc3)nc2s1
  -2.6%	0.7%
CCOc1ccccc1CNC(=O)CCn1cccn1
  ?	-0.1%
Cc1ccc(C(=O)NCC(=O)OCc2cc(=O)n3ccsc3n2)cc1
  0.4%	-0.1%
O=c1cc(-c2ccccc2)n2c(SCc3ccc(Cl)cc3)nnc2[nH]1
  -1.4%	-1.2%
CN1C(=O)C2(c3ccccc31)N(c1ccccc1)C(=O)CS2(=O)=O (centres undefined)
  -6.4%	10.1%
CCN(CC)c1nc2ccccc2nc1C(=O)Nc1ccc(C(C)=O)cc1
  -14.5%	-0.2%
Cc1oc2ncn(CC(C)C)c(=O)c2c1C(=O)NCCCN(C)Cc1ccccc1
  0.1%	4.3%
O=C(NCc1ccc(F)cc1)C1CCN(C(=O)c2ccc(-n3ccc4ccccc43)s2)CC1
  -0.5%	-10.7%
CCC(C(=O)NCCc1cc(OC)ccc1OC)n1nc(C)c2c(C)n(-c3ccccc3)nc2c1=O (centres undefined)
  -2.2%	-1.8%
COc1cccc(NC(=O)C2CCN(c3nnc(C)c4c(C)n(-c5ccccc5)nc34)CC2)c1
  -1.6%	4.8%
Cc1ccc(CNC(=O)Cn2c(SCC(=O)Nc3ccc(F)cc3)nc3ccccc32)cc1
  -1.4%	1.1%
CCc1ccc(Nc2cc(C(=O)NCCCN(C)c3ccccc3)c3ccccc3n2)cc1
  -4.2%	-9.3%
Cc1ccc(Nc2c3c(nc4nc(-c5cccs5)nn24)CCCC3)cc1F
  -25.4%	9.2%
CCOC(=O)c1ccc(NC(=O)Cn2c(=O)cc(C(F)(F)F)c3c(C)nn(C)c32)cc1
  -4.1%	-1.6%
OCCC(F)(F)C(F)(F)C(F)(F)C(F)(F)C(F)(F)C(F)(F)C(F)(F)C(F)(F)F
  -3.9%[201 µM]	1.8%[201 µM]
CCc1cnc2c(c1SCC(=O)NCc1ccccc1)c(=O)n(C)c(=O)n2C
  -0.1%	-2.9%
CCOc1ccc(OCC)c(NS(=O)(=O)c2ccc3[nH]c(=O)ccc3c2)c1
  2.4%	-4.6%
O=C1CCSC2(C(=O)N(Cc3ccc(F)cc3)c3ccccc32)N1c1ccccc1 (centres undefined)
  -0.3%	0.5%
C=Cc1ccc(Cn2c(=O)n(-c3ccc(C)cc3)c(=O)c3c2c2cc(OC)ccc2n3C)cc1
  0.0%	1.3%
COCCNC(=O)Nc1cc(C(=O)NCc2ccc(C(C)C)cc2)ccc1N1CCCC1
  -0.1%	-3.2%

Carrying on:
Results follow in this order: TexasRed fluor	TRb SRC2 PPI
COc1ccc(S(=O)(=O)NCC(c2ccc(N(C)C)cc2)N2CCOCC2)cc1 (centres undefined)
  0.4%	1.7%
COc1ccc(CCNC(=O)c2cc(Sc3cccc(Cl)c3)nc3ccccc23)cc1OC
  -1.0%	8.3%
O=C(NC1CCCC1)c1ccc2c(=O)n(Cc3ccccc3)c(SCc3ccccc3)nc2c1
  -0.5%	-6.4%
Cc1ccc(NC(=O)CSc2nc3ccccc3nc2Cc2ccccc2)c(Cl)c1
  -2.3%	6.3%
Cc1ccc2sc(N3CCN(C(=O)CCS(=O)(=O)c4ccc(Cl)cc4)CC3)nc2c1C
  -3.7%	-18.3%
Cc1ccc(C(=O)c2cn(CC(=O)NCc3ccccc3)c3nc(C)ccc3c2=O)cc1
  -1.7%	3.0%
COc1ccc(N2CCN(C(=O)CCn3nc(C)c(S(=O)(=O)N4CCCC4)c3C)CC2)cc1
  -1.5%	-3.0%
Cc1ccccc1CN1C(=O)c2ccccc2S(=O)c2ccc(C(=O)NC3CCC(C)CC3)cc21 (centres undefined)
  0.4%	0.7%
Cn1ncc2c(Nc3cc(C(F)(F)F)ccc3Cl)ncnc21
  -1.5%	-2.5%
COc1cc(CNC(=O)c2ccc3nc(CCc4ccccc4)oc3c2)cc(OC)c1OC
  -4.7%	0.0%
CCc1nnc2c(Nc3ccc(Br)c(C)c3)nc3ccccc3n12
  0.5%	5.9%
COc1ccc(N2CCN(C(=O)CCn3cnc4onc(-c5ccc(F)cc5)c4c3=O)CC2)cc1
  ?	-6.9%
Cc1ccc(C)c(N2CCN(C(=O)Cc3c(C(=O)O)c(C)cn3C)CC2)c1
  0.6%	1.3%
CCN(C(=O)CN1C(=O)c2ccccc2Sc2ccc(C(=O)OC)cc21)c1cccc(C)c1
  -1.9%	-13.8%
CCOC(=O)C1CCN(C(=O)c2ccc(C)c(NC(=O)c3nsc4ccccc34)c2)CC1
  -1.8%	-5.9%
